hgDAF-12 ag: H. glycines DAF-12 receptor agonists, primary screen, cell-based, luminescence, HEK293, GAL4 fusion, UAS-luciferase; activation, % at 6.8 µM; 370,000 compounds, 1.8% hits; Nuclear hormone receptor DAF-12 (Heterodera glycines), GAL4 fusion; HEK293 GAL4-hgDAF12 UAS-luciferase reporter, agonist luminescence; normalized to butyrate control; AID 687014, 2013;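 active = activation above a cutoff set at the mean of all screened compounds plus 3 SD, cut at about 10% in these data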;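 note: 0% = DMSO wells and 100% = sodium butyrate wells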
FXN GAA850 act: FXN promoter activators, primary screen, cell-based, luciferase luminescence, HEK293 lucGAA850; HEK293 lucGAA850 FXN promoter luciferase reporter, 24 h; percent of 10 µM SAHA response; activation, % at 6 µM; 360,000 compounds, 0.56% hits; AID 540364, 2011;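 active = activation above the average of all compounds screened plus 3 SD, cutoff fixed separately per campaign, cut at about 7.5% in these data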;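 note: 0% = DMSO wells and 100% = 10 µM SAHA wells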
DAX1 inh-1: DAX1 (NR0B1) inhibitors on StAR promoter, primary screen, cell-based, luminescence, SF-1 (NR5A1), full-length DAX-1. AID 652010, 2013. HEK293T StAR-luciferase reporter, SF-1/DAX-1 repression relief. 370,000 compounds, 1.1% hits. inhibition, % at 6.8 µM;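 active = inhibition above the mean over all tested compounds plus 3 SD, cut at about 3.6% in these data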;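 note: 0% = DAX-1 cells with DMSO and 100% = cells lacking DAX-1 with DMSO; higher inhibition means more luminescence from relief of DAX-1 repression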
hcDAF12 agonist: H. contortus DAF-12 nuclear receptor activators, primary screen, cell-based, luminescence, HEK293, lit1-tk-luc reporter; 370,000 compounds, 1.4% hits; activation, % at 6.8 µM; HEK293 hcDAF-12 lit1-tk-luc reporter; 0% DMSO, 100% Δ7-dafachronic acid;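 active = activation above the mean of all tested compounds plus 3 SD, cut at about 5.5% in these data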;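 note: 100% = response to 3 µM Δ7-dafachronic acid high control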
PG9 Ab binder: binders of HIV-1 gp120 antibody PG9, primary screen, biochemical, TR-FRET | HIV-1 gp120 / PG9 antibody interaction | TR-FRET gp120-PG9 antibody binding | inhibition, % at 6.7 µM | 360,000 compounds, 0.43% hits; in the data active = inhibition above about 8.5%
ADAM10 inh: human ADAM10 inhibitors, primary screen, biochemical, QFRET, HTS. inhibition, % at 7 µM. Disintegrin and metalloproteinase domain-containing protein 10 (Homo sapiens), O14672. recombinant ADAM10, EDANS/DABCYL FRET peptide cleavage, 3 h. 370,000 compounds, 0.62% hits;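 active = inhibition above a per-campaign cutoff equal to the mean of compounds falling between control-based bounds plus 3 SD, cut at about 20% in these data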;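 note: 0% = DMSO wells while the 100% control is not disclosed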
Target sequence (O14672 214-748 limits assumed): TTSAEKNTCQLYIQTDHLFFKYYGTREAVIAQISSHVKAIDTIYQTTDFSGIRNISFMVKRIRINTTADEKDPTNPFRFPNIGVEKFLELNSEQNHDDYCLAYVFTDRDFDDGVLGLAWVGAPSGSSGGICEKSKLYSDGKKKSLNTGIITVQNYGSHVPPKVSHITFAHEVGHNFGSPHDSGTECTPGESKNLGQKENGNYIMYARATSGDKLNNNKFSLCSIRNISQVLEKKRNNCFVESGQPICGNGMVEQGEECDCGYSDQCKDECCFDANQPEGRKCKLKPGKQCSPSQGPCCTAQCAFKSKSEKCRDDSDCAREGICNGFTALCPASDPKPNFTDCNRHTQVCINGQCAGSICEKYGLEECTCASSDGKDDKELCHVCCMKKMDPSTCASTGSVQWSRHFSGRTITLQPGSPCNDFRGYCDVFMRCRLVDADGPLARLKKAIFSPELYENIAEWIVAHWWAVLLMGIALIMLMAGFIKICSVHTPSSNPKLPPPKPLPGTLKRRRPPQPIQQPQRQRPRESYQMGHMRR
NPR1 activator: GC-A stimulated cGMP production enhancers – HEK293 GC-A cells, cGMP TR-FRET, EC30 ANP, primary screen; 0% at EC30 ANP, 100% saturating ANP; activation, % at 10 µM; 370,000 compounds, 0.14% hits; AID 1671463, 2021; in the data active = activation above about 40%
SMARCA2 activ: SMARCA2 (BRM) function activators, primary screen, cell-based, luminescence, high throughput | MG213 cells, MMTV-luciferase reporter, dexamethasone, overnight | activation, % at 9.1 µM | 370,000 compounds, 1% hits | AID 652017, 2013; in the data active = activation above about 7.8%;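 note: 0% = vehicle wells and 100% = reference activator wells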
ADAM17 inh: ADAM17 inhibitors, primary screen, biochemical, QFRET; inhibition, % at 6.95 µM; recombinant ADAM17, EDANS/DABCYL FRET peptide cleavage; Disintegrin and metalloproteinase domain-containing protein 17 (Homo sapiens), P78536; AID 720648, 2013; 370,000 compounds, 0.83% hits;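 active = inhibition above the mean of compounds lying between control limits plus 3 SD, set per campaign, cut at about 8.5% in these data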;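 note: 0% = DMSO-only wells as the low control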
DAX1 inh-2: DAX1 (NR0B1) inhibitors, primary screen, cell-based, HEK293, Gal4-DAX1, luciferase luminescence; inhibition, % at 6.75 µM; 340,000 compounds, 0.99% hits; AID 504766, 2011; HEK293 Gal4-DAX1 luciferase reporter; Nuclear receptor subfamily 0 group B member 1 (Homo sapiens), P51843;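 active = inhibition above the mean over all tested compounds plus 3 SD, cut at about 4.2% in these data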;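 note: 0% = DAX1-transfected cells with DMSO and 100% = empty-vector control cells with DMSO; inhibition shows as a rise in luminescence from relieved DAX1 repression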
Target sequence (P51843 207-470 limits assumed): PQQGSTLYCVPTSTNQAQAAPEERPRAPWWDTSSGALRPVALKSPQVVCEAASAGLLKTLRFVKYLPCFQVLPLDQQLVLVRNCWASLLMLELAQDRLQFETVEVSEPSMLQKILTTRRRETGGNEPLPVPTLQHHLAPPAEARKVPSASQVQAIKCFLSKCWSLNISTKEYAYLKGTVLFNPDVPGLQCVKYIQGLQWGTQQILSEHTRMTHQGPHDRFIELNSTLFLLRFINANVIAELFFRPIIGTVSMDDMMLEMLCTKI
ssDAF-12 act: S. stercoralis DAF-12 nuclear receptor activators, primary screen, cell-based, luminescence, HEK293, GRIP1 co-expression, lit1-tk-luc; Nuclear hormone receptor DAF-12 (Strongyloides stercoralis); HEK293 ssDAF-12/GRIP1 lit1-tk-luc reporter; % of 3 µM dafachronic acid response; activation, % at 6.8 µM; 370,000 compounds, 1% hits;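 active = activation above the mean over all tested compounds plus 3 SD, cut at about 0.9% in these data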;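 note: 0% = DMSO-only wells and 100% = 3 µM delta7-dafachronic acid wells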
Numbers without * were called inactive; · = no result given.

Field names – A = hgDAF-12 ag; B = FXN GAA850 act; C = DAX1 inh-1; D = hcDAF12 agonist; E = PG9 Ab binder; F = ADAM10 inh; G = NPR1 activator; H = SMARCA2 activ; I = ADAM17 inh; J = DAX1 inh-2; K = ssDAF-12 act
> Cc1cccc(NC(=O)CCC2CCN(C(=O)C3CC=CCC3)CC2)c1 (stereo not drawn)
  A: -0.3	B: -1.0	C: -2.6	D: -2.3	E: -0.8	F: -3	G: -1	H: -1	I: -7	J: -0.4	K: -1.6

> CSc1nsc(SCC(=O)N2CCCc3ccccc32)n1
  A: -2.9	B: 0.4	C: -0.6	D: -0.9	E: 0.8	F: 8	G: -5	H: 0	I: -2	J: -0.2	K: -0.8

> CC1Cn2c(nnc2-c2cccc(Cl)c2)S1 (stereo not drawn)
  A: 0.1	B: 1.4	C: 0.6	D: -0.6	E: -0.7	F: 1	G: 2	H: 3	I: 0	J: -0.1	K: -1.2

> COC(=O)c1c(C)noc1-c1cc(C)on1
  A: 1.6	B: 2.0	C: -0.1	D: -0.1	E: -1.6	F: -2	G: 2	H: 0	I: -2	J: -0.2	K: -1.1

> COc1cc(S(=O)(=O)N2CCN=C2c2ccccc2)ccc1Cl
  A: -2.1	B: 2.5	C: -1.0	D: -1.0	E: 0.4	F: 2	G: 2	H: 1	I: 3	J: 0.0	K: -1.1

> CN1C(=O)CSc2ccc(NC(=O)N3CCOCC3)cc21
  A: -0.1	B: -0.5	C: -0.5	D: 0.6	E: -2.5	F: -7	G: 0	H: -1	I: -3	J: 3.0	K: -0.9

> O=C(CSCc1ccc(Cl)cc1)Nc1cc([N+](=O)[O-])ccc1O
  A: -0.1	B: 0.7	C: -0.6	D: -1.0	E: -3.9	F: -5	G: 0	H: -3	I: 1	J: -0.9	K: -1.2

> O=C(NCCCn1ccnc1)c1ccc(F)cc1
  A: -1.8	B: 2.1	C: -0.1	D: -1.2	E: 2.4	F: -1	G: 0	H: -1	I: -3	J: 0.8	K: -0.4

> Cc1ccc2nc(SC(C(=O)c3ccccc3)c3ccccc3)nc(C)c2c1 (stereo not drawn)
  A: -1.4	B: 3.6	C: 0.1	D: -0.9	E: 0.1	F: -7	G: -3	H: -3	I: 1	J: 0.5	K: -0.1

> Nc1ccc(C(=O)c2cccs2)cc1
  A: 5.1	B: 4.1	C: 0.8	D: 0.3	E: 0.4	F: -1	G: -2	H: -1	I: 0	J: 2.8	K: -0.2

> Cc1cc(C)cc(N(CCC#N)C(=O)COC(=O)Cn2[nH]c(=O)c3ccccc3c2=O)c1
  A: 0.7	B: -2.4	C: 0.2	D: -0.8	E: 0.6	F: -5	G: -14	H: 1	I: -4	J: 2.2	K: -1.1

> Cc1ccc(Nc2ccc([N+](=O)[O-])nc2[N+](=O)[O-])cc1
  A: 1.2	B: -1.1	C: -1.0	D: -0.6	E: -0.7	F: 6	G: 8	H: -2	I: 2	J: 0.6	K: -0.6

> Cc1cc(-c2n[nH]c(=S)n2-c2ccccc2)nn1C
  A: -1.9	B: -0.2	C: 0.3	D: -1.0	E: -0.6	F: 8	G: 5	H: 7.9*	I: -2	J: -0.1	K: -1.2

> Cc1cc(C)cc(NC(=O)CSc2ncc(S(=O)(=O)c3ccccc3)c(=O)[nH]2)c1
  A: 0.4	B: ·	C: 0.4	D: -1.0	E: -0.7	F: 7	G: 0	H: -2	I: 3	J: ·	K: -1.1

> O=C(OCCN1C(=O)c2cccc3c(N4CCOCC4)ccc(c23)C1=O)c1ccc(Cl)cc1Cl
  A: 1.1	B: -0.8	C: -2.1	D: 0.2	E: 0.8	F: -7	G: 14	H: 0	I: -1	J: -2.1	K: -0.8

> Cc1c(NC(=O)c2ccc3ncccc3c2)c(=O)n(-c2ccccc2)n1C
  A: 2.7	B: 1.5	C: 0.0	D: -2.0	E: 0.2	F: -1	G: 5	H: 5	I: -3	J: -0.5	K: -1.3

> CC(=O)c1cc2c(cc1NC(=O)CN1CCCCC1C)OCO2 (stereo not drawn)
  A: -0.4	B: -0.4	C: -0.9	D: -0.9	E: -1.2	F: -27	G: -3	H: -3	I: -13	J: -0.4	K: -1.6

> CCOC(=O)N1CCC(NC(=O)CS(=O)(=O)Cc2nc(-c3ccc(OC)cc3)oc2C)CC1
  A: 0.7	B: -0.2	C: 0.0	D: 0.8	E: -1.4	F: 3	G: -8	H: -1	I: -4	J: 0.3	K: -1.0

> CC1CCC(NC(=O)CCS(=O)(=O)c2ccc3c(c2)CCN3C(=O)C2CC2)CC1 (stereo not drawn)
  A: -2.3	B: 1.1	C: -0.2	D: -2.0	E: -0.5	F: -2	G: -12	H: 6	I: -1	J: -0.4	K: -1.2

> CCn1c2ccccc2c2nn(C)c(=N)nc21
  A: -1.9	B: 0.7	C: -0.4	D: -2.3	E: 0.8	F: 1	G: 11	H: 1	I: 2	J: -0.8	K: -1.3

Pulled one by one from the entries so far:
Field names – A = hgDAF-12 ag; B = FXN GAA850 act; C = DAX1 inh-1; D = hcDAF12 agonist; E = PG9 Ab binder; F = ADAM10 inh; G = NPR1 activator; H = SMARCA2 activ; I = ADAM17 inh; J = DAX1 inh-2; K = ssDAF-12 act
> Cc1cc(-c2n[nH]c(=S)n2-c2ccccc2)nn1C
  A: -1.9	B: -0.2	C: 0.3	D: -1.0	E: -0.6	F: 8	G: 5	H: 7.9*	I: -2	J: -0.1	K: -1.2

> CC(=O)c1cc2c(cc1NC(=O)CN1CCCCC1C)OCO2 (stereo not drawn)
  A: -0.4	B: -0.4	C: -0.9	D: -0.9	E: -1.2	F: -27	G: -3	H: -3	I: -13	J: -0.4	K: -1.6

> Cc1ccc(Nc2ccc([N+](=O)[O-])nc2[N+](=O)[O-])cc1
  A: 1.2	B: -1.1	C: -1.0	D: -0.6	E: -0.7	F: 6	G: 8	H: -2	I: 2	J: 0.6	K: -0.6

Entries of single compounds, looked up by structure. Order of values: hgDAF-12 ag	FXN GAA850 act	DAX1 inh-1	hcDAF12 agonist	PG9 Ab binder	ADAM10 inh	NPR1 activator	SMARCA2 activ	ADAM17 inh	DAX1 inh-2	ssDAF-12 act
`Cc1ccc(Nc2ccc([N+](=O)[O-])nc2[N+](=O)[O-])cc1` reads 1.2	-1.1	-1.0	-0.6	-0.7	6	8	-2	2	0.6	-0.6
`CCn1c2ccccc2c2nn(C)c(=N)nc21` reads -1.9	0.7	-0.4	-2.3	0.8	1	11	1	2	-0.8	-1.3
`COc1cc(S(=O)(=O)N2CCN=C2c2ccccc2)ccc1Cl` reads -2.1	2.5	-1.0	-1.0	0.4	2	2	1	3	0.0	-1.1

Compound activity from PubChem.
